# MLL CXXC-DNA inh – MLL CXXC-DNA interaction inhibition | MLL-CXXC / FITC-HOXA9 DNA fluorescence polarization | Potency, µM (series often up to 115 µM), for inactives: top-dose activity change, negative = inhibition, usual class: inhibitors | 290,000 tested, 0.037% active | AID 2662 | Q03164; active means well fitted inhibition curve with a large enough effect in the polarisation, with a control signal flat, not every such curve was filed as active; inconclusive means small, poorly fitted or top-dose-only effect, or effect the other way, or a change in a side signal; inactive means no such curve, though single readings can be large or run the other way; the % refers to the polarisation
#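 Steps: dispense CXXC domain solution (7 uM) → pin compounds or unlabeled HOX-A9 DNA control → 5 min ambient → add FLSN-HOX-A9 solution (50 nM) → spin → 30 min ambient → fluorescence polarization. Tris pH 7.5/NaCl/DTT/BSA buffer.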
# RORg inh – inhibitors of mouse ROR gamma transcriptional activity | AID 2551 | Drosophila S2 Gal4-RORgamma UAS-luciferase reporter, 20 h | 310,000 tested, 5.4% active | Potency, µM (top dose mostly 53.6 µM), inactives show at the highest dose activity change, negative = inhibition, usual class: inhibitors; further: on the % scale 0 is the no-effect control and ±100 the full control effect; nearly all actives have a fitted effect of over 60% in size
# Target sequence (P51450 whole entry, looked up, the tested form may be a part): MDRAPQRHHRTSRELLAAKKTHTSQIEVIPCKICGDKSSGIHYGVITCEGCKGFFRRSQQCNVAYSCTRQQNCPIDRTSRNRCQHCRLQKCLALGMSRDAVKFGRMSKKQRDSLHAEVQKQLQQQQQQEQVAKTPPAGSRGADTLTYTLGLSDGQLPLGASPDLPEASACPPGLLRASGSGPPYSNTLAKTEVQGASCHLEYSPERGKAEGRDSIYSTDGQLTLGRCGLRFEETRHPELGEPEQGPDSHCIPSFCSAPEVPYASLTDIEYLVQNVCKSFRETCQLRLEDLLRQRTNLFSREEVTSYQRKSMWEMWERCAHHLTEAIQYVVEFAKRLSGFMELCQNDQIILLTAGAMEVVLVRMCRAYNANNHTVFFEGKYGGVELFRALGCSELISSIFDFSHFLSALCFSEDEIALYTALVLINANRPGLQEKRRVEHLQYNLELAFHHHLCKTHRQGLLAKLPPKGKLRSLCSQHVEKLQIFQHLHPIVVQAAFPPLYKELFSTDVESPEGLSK
#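 Stable Schneider cell line, Gal4 DNA-binding domain fused to ROR gamma, UAS-luciferase. Cmpd 1 hr RT → CuSO4 700 uM final → 20 hr RT → luciferase reagent 10 min → luminescence.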
# ELG1 genotoxic – induces genotoxicity in HEK293T cells with luciferase-tagged ELG1. HEK293T ELG1-luciferase reporter, luminescence, 16 h. Potency, µM (top dose mostly 46 µM), for inactives: at the highest dose activity change, positive = activation, actives largely listed as activators. 330,000 tested, 1.3% active; further: % of control where 0% means no effect; nearly all actives have a fitted effect of over 60% in size
#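 Screening used a luciferase reporter fused to human ELG1 in HEK293T cells. Luminescence was read on a CCD plate imager after 16 hr exposure and 30 min ONE-Glo incubation.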
# MBNL1 CUG block – MBNL1-poly(CUG) RNA binding inhibition; 280,000 tested, 0.036% active; Q9NR56; TR-FRET MBNL1-His/biotin-(CUG)12 binding, 665/545 ratio; Potency, µM (top dose mostly 57.5 µM), without a hit: top-dose activity change, negative = inhibition, usual class: inhibitors; AID 2675; active means well fitted inhibition curve with a large enough effect in the signal ratio, with a control signal flat, not every such curve was filed as active; inconclusive means small, poorly fitted or top-dose-only effect, or effect the other way, or a change in a side signal; inactive means no such curve, though single readings can be large or run the other way; the % refers to the signal ratio; further: on the % scale 0 is the no-effect control and ±100 the full control effect
# Target sequence (Q9NR56 whole entry, looked up): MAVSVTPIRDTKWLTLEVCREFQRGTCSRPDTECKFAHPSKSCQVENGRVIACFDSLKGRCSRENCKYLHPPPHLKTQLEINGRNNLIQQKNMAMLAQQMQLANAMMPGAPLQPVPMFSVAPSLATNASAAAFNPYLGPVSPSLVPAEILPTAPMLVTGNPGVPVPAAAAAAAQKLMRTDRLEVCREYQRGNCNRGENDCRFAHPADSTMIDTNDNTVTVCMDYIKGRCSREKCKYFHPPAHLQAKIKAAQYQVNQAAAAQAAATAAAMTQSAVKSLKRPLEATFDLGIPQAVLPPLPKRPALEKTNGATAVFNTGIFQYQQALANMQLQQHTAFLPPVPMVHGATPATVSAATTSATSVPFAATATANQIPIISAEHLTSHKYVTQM
#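 Ratiometric TR-FRET (665 over 545 nm, excitation 340 nm) tracks disruption of MBNL1-His/biotin-(CUG)12 complex after 60 min at room temperature, with compounds at 92 nM to 58 uM final.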
# uPA surface inh – blocks generation of uPA at the cell surface; 330,000 tested, 0.31% active; AID 540303; cell surface uPA generation assay, qHTS; Potency, µM (series often up to 38.3 µM), for the others: at the top dose activity change, negative = inhibition, most hits filed as inhibitors; active means well fitted inhibition curve with a large enough effect; inconclusive means small, poorly fitted or top-dose-only effect; inactive means no such curve, though single readings can be large or run the other way; tested in mouse RAW 264.7 cells; further: on the % scale 0 is the no-effect control and ±100 the full control effect; nearly all actives have a fitted effect of over 55% in size
# Rab9 promoter act – activators of Rab9 promoter; Huh7 Rab9 promoter-luciferase reporter, luminescence, 24 h; 320,000 tested, 2.8% active; Potency, µM (series often up to 9.22 µM), without a hit: top-dose activation, negative = inhibition, actives largely listed as activators; further: % of control where 0% means no effect; nearly all actives have a fitted effect of over 60% in size
#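 Measured in stably transfected Huh7 cells bearing a Rab9 promoter–luciferase construct: 24 h compound treatment at 37 °C, followed by luminescence detection.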
# p53 reactivator – re-activators of mutant p53; H1299 p53-A138V BP100-luciferase reporter, luminescence, 24 h; 320,000 tested, 0.063% active; Potency, µM (top dose mostly 92.2 µM), for the others: at the top dose activity change, positive = activation, usual class: activators; further: % of control where 0% means no effect; nearly all actives have a fitted effect of over 45% in size
#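 p53-null H1299 cells stably carrying temperature-sensitive p53-A138V and a BP100-luciferase reporter were pinned with compounds (4-point, 1:5 series) and held 24 hrs at 37 deg C. Luminescence was read 10 min after detection reagent.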
# BRCA1 expr up – activators of BRCA1 expression. MCF7-BRCA1-FFLuc reporter, luminescence, 48 h; response scale: scaled: vehicle 0%, 10 µM genistein 100%. Potency, µM (highest dose often 46.1 µM), for inactives: at the highest dose activation, usual class: activators. 380,000 tested, 1.1% active; further: nearly all actives have a fitted effect of over 80% in size; some results filed as inactive show a strong effect at the top dose
#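 48 h compound treatment of MCF7-BRCA1-FFLuc cells (phenol-red free MEM, 37 °C), then 15 min with luciferase substrate and luminescence imaging.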
# FLuc modulator – inhibits or activates purified firefly luciferase, miR-21 counter-screen. P08659. purified FLuc, Km substrates, luminescence inhibition. Potency, µM (series often up to 57.5 µM), without a hit: at the top dose activity change, negative = inhibition, hits mostly inhibitors. 360,000 tested, 6.9% active. AID 588342;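 further: plate controls were vehicle for no effect and reference inhibitor for full effect; nearly all actives have a fitted effect of over 55% in size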
#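 Purified P. pyralis luciferase, 10 nM final, with Km-level 10 uM D-luciferin and 10 uM ATP in 50 mM Tris acetate pH 7.5, 10 mM Mg acetate, 0.01% Tween-20, 0.05% BSA; 6-point qHTS titration about 60 µM downward; luminescence read.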
# VP16 counter – counter-screen for ROR gamma inhibitors: Gal4-VP16 reporter; Drosophila S2 Gal4-VP16 UAS-luciferase, luminescence, 20 h; 310,000 tested, 3.5% active; AID 2546; Potency, µM (titrated, usually from 53.6 µM), for inactives: at the highest dose activity, negative = inhibition, actives largely listed as inhibitors;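 further: Gal4-VP16 expression switched on by copper sulfate through the metallothionein promoter; on the % scale 0 is the no-effect control and ±100 the full control effect; nearly all actives have a fitted effect of over 50% in size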
# NPC1 prom act – activates the NPC1 promoter | Huh7 NPC1 promoter luciferase reporter, 24 h | 320,000 tested, 2.4% active | AID 485313 | Potency, µM (series often up to 9.22 µM), without a hit: at the top dose activation, most hits filed as activators;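 further: % of control where 0% means no effect; nearly all actives have a fitted effect of over 60% in size; reporter is driven by a mutant NPC1 promoter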
#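 Readout is luciferase luminescence, reflecting NPC1 promoter activation in stably transfected Huh7 cells after 24 h compound exposure at 37 °C in reduced-serum medium with 10% FBS.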
# An asterisk follows results filed as active; ? = inconclusive; · = no result given; & = joins results of further samples; ! = a repeat was not active; [ ] = another dose, or the depositor's remark. Unless noted, the call rests on the fitted dose curve; in most records, active means well fitted curve in the direction sought with a large enough effect; inconclusive means small, poorly fitted or top-dose-only effect, or another doubt; inactive means no such curve, though single readings can be large; an effect the other way counts as inactive or inconclusive. Potency means the concentration at half of the fitted maximal effect.
SMILES,MLL CXXC-DNA inh,RORg inh,ELG1 genotoxic,MBNL1 CUG block,uPA surface inh,Rab9 promoter act,p53 reactivator,BRCA1 expr up,FLuc modulator,VP16 counter,NPC1 prom act
CCCC(=O)NC(=S)Nc1ccc(N2CCOCC2)c(Cl)c1,12%,13µM*,4%,-3%,4%,-6%,9%,22%,?,?,-1%
COc1cc(O)c2c(c1)COC2=O,-1%,3%,0%,15%,0%,-3%,-1%,-13%,5%,5%,1%
O=C(Nc1ccc(N2CCOCC2)cc1N1CCOCC1)c1cccs1,-5%,25%,0%,-8%,·,-1%,-2%,7%,-13%,-6%,2%
CC1(C)Cc2c(sc3c2c(=N)n(Cc2ccco2)c(=O)n3Cc2ccc(F)cc2)CO1,15%,19%,2%,-8%,-11%,0%,-16%,-43%,1%,?,0%
COC(=O)CCCCC(=O)OC,·,-2%,1%,·,21%,-3%,-4%,-7%,4%,-9%,-1%
CS(=O)(=O)N1CCc2cc(C(=O)Nc3ccc(Cl)cc3)ccc21,10%,150%,9%,-1%,-3%,?,·,86%,?,15%,?
CCOC(=O)N1CCC(N2CCN(S(=O)(=O)c3ccc(OC)cc3)CC2)CC1,-5%,25%,-6%,-2%,-2%,-4%,-1%,-12%,-7%,27%,-4%
CC(=O)c1cccc(NC(=S)NC(=O)Cc2ccc(Cl)cc2)c1,-4%,10µM*,-1%,4%,11%,7%,·,28%,1%,?,-6%
Cc1ccc(NC(=O)CCC(=O)N2CCC(C)CC2)c([N+](=O)[O-])c1,0%,6%,0%,?,-9%,-1%,-14%,5%,2%,-14%,-3%
CN1CCCN(C(c2ccccc2)c2ccc(Cl)cc2)CC1 (stereo not drawn),14%,10µM*!,0%,5%,?,-1%,-4%,-32%,1%,-10%&2%,-3%
COC(=O)c1c(N2C(=O)CC(Sc3ccccc3C(=O)O)C2=O)sc2c1CCCC2 (stereo not drawn),-13%,-5%,2%,4%,-3%,0%,1%,-7%,-20%,-12%,-3%
COc1ccc(OC)c(C2CC(=O)NC(SC)=C2C#N)c1 (stereo not drawn),17%,-24%,6%,4%,4%,6%,-9%,16%,3%,-2%,2%
COc1cc(C2Nc3ccccc3NC3=C2C(=O)CC(C)(C)C3)cc(OC)c1OC(C)=O (stereo not drawn),-6%,5%,-6%,6%,-1%,4%,·,-29%,1%,-1%,7%
Cc1cc(NC(=O)Cn2nc(-c3ccccc3F)ccc2=O)ccc1-n1cnnn1,-7%,34%,0%,5%,·,-4%,-3%,-1%,1%,14%,-7%
Cc1cccc(NNC(N)=S)c1C,-5%,10µM*,0%,-13%,0%,0%,0%,0%,0%,?,-4%
COc1cccc(CN2CC(C(=O)NCc3cnn(C)c3)CCC2=O)c1 (stereo not drawn),-4%,1%,2%,5%,-3%,7%,10%,-6%,0%,-4%,-5%
O=C(CCc1ccc(S(=O)(=O)N2CCCCC2)cc1)c1nnc(-c2ccccc2)o1,-1%,25%,1%,18%,-1%,7%,7%,3%,-8%,2%,3%
COc1ccc(C2=NOC(Cn3nc(C(=O)NCc4cccc(C(F)(F)F)c4)cc3-c3ccccc3)C2)cc1 (stereo not drawn),·,·,-7%,·,18%,-5%,3%,-27%,0%,·,-5%
Nc1ccc2c(C(F)(F)F)cc(=O)oc2c1,-11%,-22%,5%,?,-1%,2%,-7%,-3%,2%,-1%,1%
O=C1NC(=S)S/C1=C/c1ccc(OC(=O)c2ccco2)cc1,-4%,0%,1%,15%,0%,?,23%,45%,7.6µM*,?,19%

# Exported with bars between the fields: entries from further up
SMILES | MLL CXXC-DNA inh | RORg inh | ELG1 genotoxic | MBNL1 CUG block | uPA surface inh | Rab9 promoter act | p53 reactivator | BRCA1 expr up | FLuc modulator | VP16 counter | NPC1 prom act
Cc1cccc(NNC(N)=S)c1C | -5% | 10µM* | 0% | -13% | 0% | 0% | 0% | 0% | 0% | ? | -4%
COc1cccc(CN2CC(C(=O)NCc3cnn(C)c3)CCC2=O)c1 (stereo not drawn) | -4% | 1% | 2% | 5% | -3% | 7% | 10% | -6% | 0% | -4% | -5%
O=C(CCc1ccc(S(=O)(=O)N2CCCCC2)cc1)c1nnc(-c2ccccc2)o1 | -1% | 25% | 1% | 18% | -1% | 7% | 7% | 3% | -8% | 2% | 3%

# Continued:
SMILES,MLL CXXC-DNA inh,RORg inh,ELG1 genotoxic,MBNL1 CUG block,uPA surface inh,Rab9 promoter act,p53 reactivator,BRCA1 expr up,FLuc modulator,VP16 counter,NPC1 prom act
COC(=O)Cc1[nH]nc2c1C(c1cc(OC)c(OC)c(OC)c1)C(C#N)=C(N)O2 (stereo not drawn),-7%,-21%,2%,2%,3%,1%,2%,-22%,-2%,3%,-2%
CC(C)c1nc2sc3c(SCC(=O)NCc4ccco4)ncnc3c2c2c1CCC2,-6%,-3%,-2%,65%[activator],-4%,2%,-1%,-12%,-4%,-17%,-1%
Cc1ccc(CN(c2ccc(C(=O)NCc3ccccn3)cc2)S(C)(=O)=O)cc1,-12%,9%,-5%,2%,·,-2%,4%,-15%,3%,2%,1%
O=C(OCc1nc2ccc(Cl)cc2n1CCO)c1ccccc1C(=O)c1ccccc1,8%,6%,1%,·,0%,-2%,-3%,-24%,-1%,11%,-3%
COC(=O)/C(N=Nc1cccc(C(F)(F)F)c1)=C(\C)O,1%,-16%,1%,?,5%,0%,-5%,-22%,6%,0%,6%
COc1ccc(S(=O)(=O)NC2CC2)cc1-n1cnnn1,-10%,12%,-2%,-8%,4%,-6%,1%,2%,0%,0%,-2%
Cn1ccnc1SCC(=O)Nc1cccc(O)c1,-4%,44%,18%,-7%,·,-2%,4%,21%,-2%,17%,2%
c1ccc(-c2noc(CN3CCN(c4cnccn4)CC3)n2)cc1,43%,18%,3%,-8%,1%,11%,-1%,-15%,4%,24%,16%
CC(=O)c1ccc(NC(=O)C(C)N(C)CC(=O)Nc2ccccc2Cl)cc1 (stereo not drawn),13%,-16%,7%,·,-16%,13%,1%,3%,-1%,2%,1%
Cc1nn2c(=O)cc(CSc3ccccc3NC(=O)c3ccccc3F)nc2s1,-9%,1%,0%,1%,2%,0%,0%,9%,-1%,-1%,-2%

# 5 of the compounds above, tab-delimited.
SMILES	MLL CXXC-DNA inh	RORg inh	ELG1 genotoxic	MBNL1 CUG block	uPA surface inh	Rab9 promoter act	p53 reactivator	BRCA1 expr up	FLuc modulator	VP16 counter	NPC1 prom act
Cc1ccc(CN(c2ccc(C(=O)NCc3ccccn3)cc2)S(C)(=O)=O)cc1	-12%	9%	-5%	2%	·	-2%	4%	-15%	3%	2%	1%
O=C(OCc1nc2ccc(Cl)cc2n1CCO)c1ccccc1C(=O)c1ccccc1	8%	6%	1%	·	0%	-2%	-3%	-24%	-1%	11%	-3%
COC(=O)/C(N=Nc1cccc(C(F)(F)F)c1)=C(\C)O	1%	-16%	1%	?	5%	0%	-5%	-22%	6%	0%	6%
COc1ccc(S(=O)(=O)NC2CC2)cc1-n1cnnn1	-10%	12%	-2%	-8%	4%	-6%	1%	2%	0%	0%	-2%
Cn1ccnc1SCC(=O)Nc1cccc(O)c1	-4%	44%	18%	-7%	·	-2%	4%	21%	-2%	17%	2%

# The results go on.
SMILES,MLL CXXC-DNA inh,RORg inh,ELG1 genotoxic,MBNL1 CUG block,uPA surface inh,Rab9 promoter act,p53 reactivator,BRCA1 expr up,FLuc modulator,VP16 counter,NPC1 prom act
Cc1ccc(NP(=O)(c2ccc(N(C)C)cc2NC(=O)c2cccs2)N2CCOCC2)cc1 (stereo not drawn),12%,?,0%,-1%,-2%,12%,11%,-77%,-19%,2%,-3%
COc1ccc(/C(O)=C2\C(=O)C(=O)N(Cc3ccco3)C2c2cc(OC)ccc2OC)cc1 (stereo not drawn),-4%,20%,1%,1%,0%,-5%,-1%,-12%,?,0%,-2%
CCOc1ccc(OCc2ccc(C(=O)N/N=C(\C)c3ccccn3)cc2)cc1,-10%,0.11µM*,?,-1%,-13%,-9%,?,-61%,12µM*,5%,-2%
COC(=O)CSc1nnc([C@H](CC(C)C)NC(=O)OC(C)(C)C)o1,-1%,-8%,0%,-3%,·,1%,-5%,0%,-2%,-2%,0%
CCN(c1ccccc1)S(=O)(=O)c1ccc(NC(=O)C(C)(C)C)cc1,0%,0%,0%,2%,·,0%,-3%,11%,3%,7%,3%
COc1ccc(CNc2ncc(-c3ccc(F)cc3)n2C)cc1OC,0%,-16%[1.91 µM],-8%,-10%,-5%,1%,4%,41%,2%,2%,0%
COc1ccccc1C(=O)N/C(=C/c1ccccc1)C(=O)Nc1ccc(C(=O)O)cc1,16%,5%,-1%,-5%,1%,-4%,-2%,-28%,-16%,-10%,-5%

# Not all compounds are listed; the hit share may differ from the screen's.
